Source: PubChem BioAssay (Vanderbilt University)
GIRK2 act: activators of NPY4-receptor-primed GIRK2 channels, summary, cell-based, HEK293, thallium flux; 34,000 tested, under 10 active; HEK293 GIRK2/NPY4 cells, thallium flux fluorescence; activation (% efficacy), % for hits at 37.5 µM;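 active means primary screen hit, no activity in plain HEK293 cells, and in GIRK2-only cells above 5% efficacy rising with concentration; inactive means the rest, including fluorescent compounds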;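 further: efficacy is normalized control-subtracted fluorescence 15 s after thallium addition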
Target sequence (P48051 whole entry, looked up): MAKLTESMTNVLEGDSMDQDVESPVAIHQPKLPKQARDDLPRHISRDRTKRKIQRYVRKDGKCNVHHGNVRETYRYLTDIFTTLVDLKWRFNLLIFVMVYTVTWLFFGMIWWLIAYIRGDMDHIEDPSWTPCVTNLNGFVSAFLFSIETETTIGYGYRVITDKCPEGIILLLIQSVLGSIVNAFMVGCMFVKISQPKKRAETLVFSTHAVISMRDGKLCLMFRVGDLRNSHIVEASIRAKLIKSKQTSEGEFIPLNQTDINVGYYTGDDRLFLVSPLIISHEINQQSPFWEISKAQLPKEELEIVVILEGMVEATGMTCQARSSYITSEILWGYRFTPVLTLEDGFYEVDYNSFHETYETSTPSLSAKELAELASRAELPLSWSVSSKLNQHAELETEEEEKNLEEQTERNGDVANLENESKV
Calls only; i = inactive.

SMILES	GIRK2 act
COc1cc([N+](=O)[O-])cc2cc(C(=O)N3CCN(c4cccc(C(F)(F)F)c4)CC3)c(=O)oc12	i
O=C1CCS(=O)(=O)N1c1ccc(S(=O)(=O)NCCc2cccs2)cc1	i
O=C(Cc1ccc(NC(=O)C2(c3cccs3)CCCC2)cc1)NCC(F)(F)F	i
COc1ccc(F)cc1S(=O)(=O)Nc1cc2c3c(c1)CCC(=O)N3CCC2	i
COc1ccc(C(=O)NCC(c2ccco2)N(C)C)c(OC)c1 (configuration not stated)	i
CC(C)N(C(=O)Cn1c(CO)nc2ccccc21)C(C)C	i
CCc1ccc(S(=O)(=O)Nc2ccc(CC(=O)N3CCOCC3)cc2)s1	i
COc1cc(NS(=O)(=O)c2ccc(F)cc2)ccc1N1CCCCC1=O	i
CS(=O)(=O)c1ccc(Nc2nc(CC(=O)Nc3ccc(Cl)cc3)cs2)cc1	i
O=C(NCC(c1cccs1)N1CCOCC1)c1ccc2ccccc2c1 (configuration not stated)	i
O=C(OCc1ccc(F)cc1Cl)c1ccc(C2Nc3ccccc3S(=O)(=O)N2)cc1 (configuration not stated)	i
CCOc1ccccc1N1CCN(C(=O)c2snc(-c3ccc(OC)cc3)c2N)CC1	i
CC(C)C(CNC(=O)Nc1cccc(F)c1)N1CCOCC1 (configuration not stated)	i
O=C(NC1CC1)c1ccc(CSc2nc(-c3cccc(Br)c3)cs2)o1	i
COc1ccc(-n2c(SCC(=O)NCC3CCCO3)nc3c(-c4ccccc4)c[nH]c3c2=O)cc1 (configuration not stated)	i
Cn1nc(CNC(=O)Nc2ccccc2Cl)c2ccccc2c1=O	i
CS(=O)(=O)c1ccc(Nc2nc(CC(=O)Nc3ccc4c(c3)OCO4)cs2)cc1	i
Cn1c(=O)c2c(nc3n2CC(c2ccc(F)cc2)=NN3CCN2CCOCC2)n(C)c1=O	i
CNC(=O)CSc1nc(-c2ccccc2)c(NC(=O)CCc2ccccc2)s1	i
CCOC(=O)CN1C(=O)SC(Nc2ccc(F)cc2)C1=O (configuration not stated)	i
CCOc1cc(-c2cc(C(=O)O)c3[nH]c(C)nc3n2)ccc1O	i
COc1ccc(-n2nnc(C(=O)NC(C)C)c2C(C)C)cc1	i
COc1ccc(Cl)cc1NC(=O)NCC(O)Cc1ccccc1 (configuration not stated)	i
COc1ccc(CN2CCN(C(=O)c3sc(-n4cccc4)nc3C)CC2)c(OC)c1OC	i
Cc1ccccc1C(=O)NCC1(O)CCc2ccccc21 (configuration not stated)	i
CN1CCN(c2nc3ccc(NC(=O)c4ccc(N(C)C)cc4)cc3s2)CC1	i
Cc1ccccc1C(=O)NCC(O)(c1ccccc1)C(F)(F)F (configuration not stated)	i
CNC(=O)Cc1ccc(NC(=O)C(C)(C)C)cc1	i
Cn1c(C(F)(F)F)nn(CCNC(=O)CCc2ccccc2)c1=O	i
COC(=O)c1ccc(CN2CCC(c3nnc(C)s3)CC2)cc1	i
COCCNC(=O)c1cc(-c2ccco2)nc2c1c(C)nn2C1CCS(=O)(=O)C1 (configuration not stated)	i
O=C(NCc1ccc(F)cc1)NCC(O)c1ccsc1 (configuration not stated)	i
COc1ccc(C(=O)CC#N)cc1OC	i
CC(C)c1nnc(C2CCN(C(=O)c3cncc(Br)c3)CC2)o1	i
COc1cc(/C=C/C(=O)NCCCn2cccc2)cc(OC)c1OC	i
COc1ccc(Cl)cc1NC(=O)CN1CCN(c2ncnc3c2nnn3C)CC1	i
COc1ccc(NC(=O)CSc2nnc(C)c3ccccc23)c(OC)c1	i
O=C(NCCn1nc(-c2cccs2)ccc1=O)NC1CCCCC1	i
COc1ccc(S(=O)(=O)Nc2nc(CCC(=O)N3CCCC3)cs2)cc1	i
CC(C)Oc1ccc(C(=O)NC2CC(=O)N(C)C2)cc1 (configuration not stated)	i
O=C(Nc1cc(-c2cccs2)nn1CCO)c1ccccc1C(F)(F)F	i
O=C(CCCS(=O)(=O)c1ccccc1)Nc1nc(-c2ccc(Br)s2)cs1	i
COc1ccc(SCCC(=O)Nc2ccccc2-c2nc3ccccc3s2)cc1	i
Cc1cc(NC(=O)CSc2nnc(N3CCN(C(=O)Cc4c[nH]c5ccccc45)CC3)s2)no1	i
COc1cc(Cl)c(C)cc1NC(=O)Cn1nc(SC)c(-c2nc(-c3ccccc3)no2)c1N	i
CNC(=O)Cc1ccc(NC(=O)CCCc2ccccc2)cc1	i
COc1cccc(-c2nnc3ccc(OCCNC(=O)CC4CCCC4)nn23)c1	i
Cc1cc(-c2nnc(SCc3nc4ccccc4c(=O)[nH]3)o2)c(C)o1	i
CCN(CC)C(=O)CSc1nnc(-c2cn(C)nc2OC)n1CC	i
Cc1ccc(N2CCCS2(=O)=O)cc1NC(=O)CC(C)C	i
Cn1cccc1C(CNS(=O)(=O)c1cccc2ccccc12)N1CCOCC1 (configuration not stated)	i
O=C(NCCN1CCN(C(=O)c2ccsc2)CC1)c1cccs1	i
O=C(NCC1(O)CCCC1)C(=O)Nc1ccc2c(c1)OCO2	i
COC(=O)c1ccc(CSc2ccc(NC(=O)c3ccccc3)nn2)o1	i
Cc1cccc(NC(=O)CN2CCC(c3nnc(-c4ccco4)s3)CC2)c1C	i
O=C(NCC1CCN(C(=O)c2cc3ccccc3o2)CC1)c1cc(Cl)ccc1Cl	i
COc1cc(C(=O)NCC(O)c2ccc(C(F)(F)F)cc2)cc(OC)c1OC (configuration not stated)	i
COc1ccccc1-n1nnc(C(=O)Nc2ccc(S(N)(=O)=O)cc2)c1C	i
O=C(C1CCCC1)N1CCC2(CC1)NC(=O)N(Cc1ccc(F)cc1)C2=O	i
Cc1nnc2ccc(OCCNS(=O)(=O)c3ccc(Oc4ccccc4)cc3)nn12	i
New compounds follow:
SMILES	GIRK2 act
CN(C)C(=O)CSc1nnc2c(=O)n(Cc3ccc(F)cc3)ccn12	i
Cc1onc(-c2ccccc2Cl)c1C(=O)Nc1ccc(CC(=O)NCc2cccs2)cc1	i
COc1ccccc1Cc1noc(C2CN(C(=O)C3CCN(S(C)(=O)=O)CC3)C2)n1	i
COc1ccc(-c2noc(C3CC(=O)N(c4ccc(C)cc4)C3)n2)cc1OC (configuration not stated)	i
CS(=O)(=O)N1CCC(CNC(=O)c2c(F)cccc2Cl)CC1	i
CC(C)c1nnc(C2CCN(C(=O)c3cc4ccccc4[nH]3)CC2)o1	i
Cc1ccc(-c2nc(N3CCOCC3)sc2C(=O)NCC2CCCO2)cc1 (configuration not stated)	i
O=C(NCc1ccc2c(c1)OCO2)C(=O)NCC1CCN(Cc2cccs2)CC1	i
O=[N+]([O-])c1cccc(CSc2nnc(-c3ccncc3)o2)c1	i
COc1ccc(C)cc1S(=O)(=O)Nc1ccc2c(c1)N(C(=O)C(C)(C)C)CC2	i
COc1ccc(Cl)cc1NC(=O)Nc1ccc2c(c1)CCC(=O)N2C	i
COc1ccc(-c2cc(CC(=O)N3CCOCC3)no2)cc1	i
COCCNC(=O)C(=O)NCC1CCN(C(=O)c2ccncc2)CC1	i
CC(=O)c1sc(NC(=O)c2ccno2)nc1-c1ccccc1	i
CCOC(=O)c1ccsc1NC(=O)C1CCN(S(=O)(=O)c2ccc(C)cc2)CC1	i
CC(C)(C)NC(=O)N1CCC(CNC(=O)Nc2cccs2)CC1	i
Cc1nc2c(sc3cccc(F)c32)c(=O)n1CC(=O)Nc1ccc2c(c1)OCO2	i
O=C(C1CCCCC1)N1CCN(c2cc(-c3cccnc3)[nH]n2)CC1	i
COc1ccc(Br)cc1S(=O)(=O)Nc1cccc(-c2ccc(=O)n(C)n2)c1	i
O=C(Cn1c(C2CC(=O)N(Cc3ccc(F)cc3)C2)nc2ccccc21)N1CCCCC1 (configuration not stated)	i

Entries from the list above containing a thiophene ring, fused or not (14):
SMILES	GIRK2 act
O=C1CCS(=O)(=O)N1c1ccc(S(=O)(=O)NCCc2cccs2)cc1	i
O=C(Cc1ccc(NC(=O)C2(c3cccs3)CCCC2)cc1)NCC(F)(F)F	i
CCc1ccc(S(=O)(=O)Nc2ccc(CC(=O)N3CCOCC3)cc2)s1	i
O=C(NCC(c1cccs1)N1CCOCC1)c1ccc2ccccc2c1 (configuration not stated)	i
O=C(NCc1ccc(F)cc1)NCC(O)c1ccsc1 (configuration not stated)	i
O=C(NCCn1nc(-c2cccs2)ccc1=O)NC1CCCCC1	i
O=C(Nc1cc(-c2cccs2)nn1CCO)c1ccccc1C(F)(F)F	i
O=C(CCCS(=O)(=O)c1ccccc1)Nc1nc(-c2ccc(Br)s2)cs1	i
O=C(NCCN1CCN(C(=O)c2ccsc2)CC1)c1cccs1	i
Cc1onc(-c2ccccc2Cl)c1C(=O)Nc1ccc(CC(=O)NCc2cccs2)cc1	i
O=C(NCc1ccc2c(c1)OCO2)C(=O)NCC1CCN(Cc2cccs2)CC1	i
CCOC(=O)c1ccsc1NC(=O)C1CCN(S(=O)(=O)c2ccc(C)cc2)CC1	i
CC(C)(C)NC(=O)N1CCC(CNC(=O)Nc2cccs2)CC1	i
Cc1nc2c(sc3cccc(F)c32)c(=O)n1CC(=O)Nc1ccc2c(c1)OCO2	i

The listing continues.
SMILES	GIRK2 act
Cn1nnc2c(SCC(=O)Nc3ccc(OC(F)(F)F)cc3)ncnc21	i
CN1CCCc2cc(C(CNS(=O)(=O)c3cc(F)ccc3F)N3CCOCC3)ccc21 (configuration not stated)	i
COc1ccc(C(=O)CSc2c(C)cnc3c2c(=O)n(C)c(=O)n3C)cc1	i
Cc1ccc(CN2C(=O)NC3(CCN(C(=O)c4ccccc4F)CC3)C2=O)cc1	i
O=C(CN(Cc1ccc(Cl)cc1)S(=O)(=O)c1cccnc1)NCc1ccccc1	i
O=C(NCc1ccc2c(c1)OCO2)C1CN(c2nc3c(C(F)(F)F)cccc3s2)C1	i
Cc1ccc(Cl)cc1N1CCN(CC(O)COc2ccccc2[N+](=O)[O-])CC1 (configuration not stated)	i
O=C(CSc1ccc(F)cc1)N1CCOC(c2ccc(C(F)(F)F)cc2)C1 (configuration not stated)	i
COCCn1nnn(-c2ccc(NC(=O)Nc3ccc(C(C)(C)C)cc3)cc2)c1=O	i
O=C(/C=C/c1ccccc1)N1CCN(c2cc(-n3ccnc3)ncn2)CC1	i
Cc1ccc(NC(=O)C(=O)NCC(c2cccc3ccccc23)N(C)C)c([N+](=O)[O-])c1 (configuration not stated)	i
Nc1ccc(C2CC(=O)NC(=O)N2)cc1 (configuration not stated)	i
COc1ccc(-c2nsc(C(=O)N3CCOCC3)c2N)cc1	i
O=C1CC(c2nc3ccccc3n2CCOc2ccc(Cl)cc2)CN1Cc1ccc(F)cc1 (configuration not stated)	i
COC(=O)c1ccc(C(=O)NCC2CCN(C(=O)c3snnc3C)CC2)cc1	i
O=C(NCC1CCN(Cc2ccco2)CC1)c1ccccc1C(F)(F)F	i
Cc1ccc2c(c1)NC(SCC(=O)NCc1ccc(Cl)cc1)=NS2(=O)=O	i
CS(=O)(=O)N1CCCC(C(=O)Nc2nnc(-c3ccc(Cl)cc3)o2)C1 (configuration not stated)	i
COc1ccc(C(=O)Nc2ccc(CC(N)=O)cc2)c(OC)c1OC	i
C=CCNC(=O)C(=O)NCC(c1ccco1)N(C)C (configuration not stated)	i
COc1ccc2c(c1)sc(=NC(=O)c1ccnn1C(C)C)n2C	i
Cn1nnc2c(SCC(=O)Nc3ccccc3F)ncnc21	i
O=C(/C=C/c1ccc2c(c1)OCO2)Nc1ccc2c(c1)CN(C(=O)C1CC1)CC2	i
O=C(NCc1ccccc1)Nc1ccc(N2CCCS2(=O)=O)cc1	i
CC1CN(CC(=O)Nc2ccc3c(c2)OCCO3)CC(C)O1 (configuration not stated)	i
Cc1cc(-c2nnc(NC(=O)/C=C/c3ccccc3)o2)nn1C	i
Cc1ccc(NC(=O)C2(c3ccc(F)cc3)CC2)cc1N1CCCC1=O	i
Cc1ccc(NCCNC(=O)c2ccc(Br)o2)nn1	i
Cc1ccc(NC(=O)c2sccc2N(C)S(=O)(=O)c2ccccc2)cc1F	i
Cn1cccc1C(O)CNC(=O)Nc1cccs1 (configuration not stated)	i
CSc1ccccc1CN1CCC(CNC(=O)C2COc3ccccc3O2)CC1 (configuration not stated)	i
COc1ccc(NC(=O)c2cc(Cl)ccc2Cl)cc1N1CCCCC1=O	i
CN(C)C(CNC(=O)C(=O)Nc1ccc(C(N)=O)cc1)c1ccco1 (configuration not stated)	i
CCCNS(=O)(=O)c1cc2c3c(c1)CCC(=O)N3CCC2	i
COc1ccc(C)cc1NC(=O)C(=O)NCC(c1cccn1C)N1CCOCC1 (configuration not stated)	i
COc1ccc(C)cc1NC(=O)NCCCn1nc(-c2ccccc2)ccc1=O	i
COC(=O)c1sc2ccccc2c1NC(=O)C1CCCN(S(C)(=O)=O)C1 (configuration not stated)	i
CCOc1ccc(NC(=O)CSC2=NC(C)(C)Nc3ccccc32)cc1	i
O=S(=O)(NCC(O)(c1cccs1)C1CC1)c1cc(Cl)ccc1Cl (configuration not stated)	i
O=C(N1CCC(c2cccs2)CC1)C1(c2ccc(F)cc2)CC1	i
CN(C)C(CNC(=O)C(=O)Nc1ccc2c(c1)OCO2)c1cccs1 (configuration not stated)	i
Cc1nnc2ccc(-c3cccc(NC(=O)Cc4cccc5ccccc45)c3)nn12	i
CCNS(=O)(=O)c1ccc(OC)c(C(C)(C)C)c1	i
CC(=O)Nc1ccc(NC(=O)c2ccc(=O)n(Cc3ccccc3F)c2)cc1	i
COC1CCN(S(=O)(=O)c2c(F)cccc2F)CC1	i
O=C(CSc1cc(N2CCOCC2)ncn1)Nc1nccs1	i
Cc1ccccc1-c1ccc(N2CCN(C(=O)CSc3nnnn3C)CC2)nn1	i
Cc1cc(C)n(-c2cc(N3CCCC(C(=O)N4CCN(S(C)(=O)=O)CC4)C3)ncn2)n1 (configuration not stated)	i
O=C(NCc1cccs1)C(=O)NCC(F)(F)F	i
O=C(NCC#CCN1CCc2ccccc2C1)C(c1ccccc1)c1ccccc1	i

A portion of the library; the hit share may differ from the screen's.
